From PubChem
NSD2 block – blocks human NSD2 histone methyltransferase activity; hit rate 0.07% among 44,000; NSD2-SET H3K36me1 DELFIA fluorescence, biochemical; O96028; inhibition, % at 12.5 µM; AID 624260; in the data active = inhibition above about 54%, passing the limit was not always enough;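 note: inhibitors reduce the monomethyl H3K36 fluorescence signal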
Target sequence (O96028 whole entry, looked up): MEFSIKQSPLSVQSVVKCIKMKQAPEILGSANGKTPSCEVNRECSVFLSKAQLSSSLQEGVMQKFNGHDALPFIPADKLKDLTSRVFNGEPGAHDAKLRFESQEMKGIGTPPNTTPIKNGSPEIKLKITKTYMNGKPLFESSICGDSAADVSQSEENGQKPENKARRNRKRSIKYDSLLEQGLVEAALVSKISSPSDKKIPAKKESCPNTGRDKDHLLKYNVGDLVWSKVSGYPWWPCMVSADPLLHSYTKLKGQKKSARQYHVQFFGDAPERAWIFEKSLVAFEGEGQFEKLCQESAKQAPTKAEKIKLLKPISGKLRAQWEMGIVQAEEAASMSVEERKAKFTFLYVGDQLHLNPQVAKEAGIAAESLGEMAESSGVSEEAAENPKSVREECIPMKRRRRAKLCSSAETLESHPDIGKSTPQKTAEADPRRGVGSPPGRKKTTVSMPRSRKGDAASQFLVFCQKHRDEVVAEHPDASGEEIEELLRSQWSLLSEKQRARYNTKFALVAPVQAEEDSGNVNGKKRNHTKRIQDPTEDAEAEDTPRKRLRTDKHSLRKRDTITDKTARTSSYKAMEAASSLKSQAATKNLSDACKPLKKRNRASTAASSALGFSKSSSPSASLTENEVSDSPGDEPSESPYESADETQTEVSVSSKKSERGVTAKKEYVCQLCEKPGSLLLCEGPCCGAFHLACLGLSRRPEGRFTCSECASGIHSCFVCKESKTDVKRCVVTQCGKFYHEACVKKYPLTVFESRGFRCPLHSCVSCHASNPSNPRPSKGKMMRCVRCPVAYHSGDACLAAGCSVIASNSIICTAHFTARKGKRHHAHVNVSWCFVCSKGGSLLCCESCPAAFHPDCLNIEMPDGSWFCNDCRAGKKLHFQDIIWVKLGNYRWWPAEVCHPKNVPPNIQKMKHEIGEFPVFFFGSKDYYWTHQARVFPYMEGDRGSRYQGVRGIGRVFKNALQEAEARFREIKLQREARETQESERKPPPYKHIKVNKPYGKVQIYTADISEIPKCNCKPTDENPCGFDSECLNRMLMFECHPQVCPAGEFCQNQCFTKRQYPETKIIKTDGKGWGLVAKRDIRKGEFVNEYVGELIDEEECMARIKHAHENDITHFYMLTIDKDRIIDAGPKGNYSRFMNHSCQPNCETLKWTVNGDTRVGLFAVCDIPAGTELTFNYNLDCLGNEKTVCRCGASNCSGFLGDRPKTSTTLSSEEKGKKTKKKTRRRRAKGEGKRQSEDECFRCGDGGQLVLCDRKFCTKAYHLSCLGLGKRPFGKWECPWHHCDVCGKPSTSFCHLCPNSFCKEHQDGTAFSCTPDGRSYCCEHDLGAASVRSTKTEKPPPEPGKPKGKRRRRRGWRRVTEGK
* hit, by the source's call. A portion of the library (hit frequency here may not be typical).

NSD2 block | Molecule
-2.5 | C[C@@H]1CN([C@H](C)CO)C(=O)Cc2cc(NC(=O)Cn3cnnn3)ccc2O[C@H]1CN(C)Cc1ccc(Oc2ccccc2)cc1
-1.2 | C[C@H](CO)N1C[C@H](C)[C@H](CN(C)CC2CCCCC2)Oc2ccc(NC(=O)Nc3ccc4c(c3)OCO4)cc2C1=O
-1.9 | C[C@@H]1CN([C@H](C)CO)C(=O)Cc2cc(NC(=O)Nc3ccccc3)ccc2O[C@@H]1CN(C)S(=O)(=O)c1cccs1
3.5 | CCCN(C)C[C@@H]1Oc2cc(-c3ccc(C)cc3)ccc2S(=O)(=O)N([C@@H](C)CO)C[C@H]1C
-91.7 | C[C@H]1CN([C@@H](C)CO)C(=O)c2cccc(NS(=O)(=O)c3cccs3)c2O[C@H]1CN(C)Cc1ccc(C(F)(F)F)cc1
6.4 | COc1ccc(NC(=O)N(C)C[C@H]2Oc3cc(-c4cccc(C(=O)N(C)C)c4)ccc3S(=O)(=O)N([C@@H](C)CO)C[C@@H]2C)cc1
-1.2 | Cc1noc(C)c1NC(=O)Nc1ccc2c(c1)C(=O)N([C@H](C)CO)C[C@@H](C)[C@@H](CN(C)Cc1ccccc1)O2
1.8 | C[C@H](CO)N1C[C@H](C)[C@H](CN(C)C(=O)c2cnccn2)Oc2cc(C#CC3CC3)ccc2S1(=O)=O
1.7 | C[C@@H]1CN([C@@H](C)CO)S(=O)(=O)c2ccc(C3=CCCC3)cc2O[C@H]1CN(C)C(=O)CN(C)C
2.9 | C[C@H](CO)N1C[C@H](C)[C@H](CN(C)Cc2ccccc2)Oc2ccc(NC(=O)Cc3cn(C)c4ccccc34)cc2CC1=O
-7.8 | CCCN(C)C[C@@H]1Oc2ncc(C#CCC(C)C)cc2C(=O)N([C@@H](C)CO)C[C@H]1C
-3.4 | Cc1noc(C)c1S(=O)(=O)Nc1ccc2c(c1)C(=O)N([C@H](C)CO)C[C@H](C)[C@H](CN(C)Cc1ccc(C(=O)O)cc1)OCCCC[C@@H](C)O2
0.1 | CSc1nn(-c2ccccc2)cc1-c1nc(-c2ccccc2)cs1
-0.4 | C[C@@H]1CN([C@H](C)CO)C(=O)Cc2cc(NC(=O)CCCCCC(=O)Nc3ccccc3N)ccc2O[C@H]1CN(C)C(=O)Nc1ccc(C(F)(F)F)cc1
-0.9 | C[C@H]1CN([C@@H](C)CO)S(=O)(=O)c2ccc(C#CC3CC3)cc2O[C@@H]1CN(C)Cc1cccc(F)c1
3.3 | C[C@H](CO)N1C[C@H](C)[C@H](CN(C)S(=O)(=O)c2cccs2)Oc2c(NC(=O)C3CC3)cccc2C1=O
-4.7 | C[C@@H]1CN([C@@H](C)CO)C(=O)c2cc(NC(=O)CCC(F)(F)F)ccc2O[C@@H](C)CCCCO[C@@H]1CN(C)S(=O)(=O)c1ccc(Cl)cc1
-2.3 | C[C@@H]1CN([C@H](C)CO)C(=O)c2cc(NC(=O)Nc3ccc(F)cc3)ccc2O[C@@H](C)CCCCO[C@H]1CN(C)C(=O)C1CCCCC1
-0.5 | CCCNC(=O)N(C)C[C@H]1Oc2ncc(-c3ccc(F)cc3)cc2C(=O)N([C@@H](C)CO)C[C@@H]1C
23.4 | C[C@@H]1CN([C@H](C)CO)C(=O)CCCn2cc(nn2)CO[C@@H]1CN(C)S(=O)(=O)c1ccc(Oc2ccccc2)nc1
-3.0 | N#Cc1ccc(/C=N/NC(=O)CCCCCC(=O)O)cc1
-3.5 | C[C@@H]1CN([C@H](C)CO)C(=O)c2cc(NC(=O)Nc3ccc4c(c3)OCO4)ccc2O[C@@H](C)CCCCO[C@@H]1CN(C)C(=O)c1ccccc1
-3.9 | C[C@H]1CN([C@@H](C)CO)C(=O)c2cc(C#CC3(O)CCCC3)cnc2O[C@@H]1CN(C)Cc1ccncc1
1.0 | CC(C)C#Cc1ccc2c(c1)O[C@@H](CN(C)C(=O)CC1CC1)[C@H](C)CN([C@H](C)CO)S2(=O)=O
-3.7 | Cc1ccc(-c2ccc3c(c2)O[C@H](CN(C)C)[C@H](C)CN([C@@H](C)CO)S3(=O)=O)cc1
38.8 | COc1cc(C2c3c(cc(OC)c(O)c3OC)CC(CO)C2COC2OCC(O)C(O)C2O)cc(OC)c1O (centres undefined)
-0.9 | Cc1ccc(S(=O)(=O)N(C)C[C@H]2Oc3c(NS(=O)(=O)c4ccccc4)cccc3C(=O)N([C@@H](C)CO)C[C@H]2C)cc1
8.6 | C[C@]12C=CC(=O)N1CCc1c2[nH]c2ccccc12
1.6 | C[C@@H]1CCCCO[C@@H](CN(C)C(=O)Nc2ccc(F)cc2)[C@H](C)CN([C@H](C)CO)C(=O)c2cc(NS(=O)(=O)c3cccs3)ccc2O1
2.0 | CCCN(C)C[C@H]1Oc2ncc(-c3cccc(C(=O)N(C)C)c3)cc2C(=O)N([C@H](C)CO)C[C@@H]1C

A second format for part of the listing above.
Structure	NSD2 block
CCCN(C)C[C@@H]1Oc2ncc(C#CCC(C)C)cc2C(=O)N([C@@H](C)CO)C[C@H]1C	-7.8
Cc1noc(C)c1S(=O)(=O)Nc1ccc2c(c1)C(=O)N([C@H](C)CO)C[C@H](C)[C@H](CN(C)Cc1ccc(C(=O)O)cc1)OCCCC[C@@H](C)O2	-3.4
CSc1nn(-c2ccccc2)cc1-c1nc(-c2ccccc2)cs1	0.1
C[C@@H]1CN([C@H](C)CO)C(=O)Cc2cc(NC(=O)CCCCCC(=O)Nc3ccccc3N)ccc2O[C@H]1CN(C)C(=O)Nc1ccc(C(F)(F)F)cc1	-0.4
C[C@H]1CN([C@@H](C)CO)S(=O)(=O)c2ccc(C#CC3CC3)cc2O[C@@H]1CN(C)Cc1cccc(F)c1	-0.9
C[C@H](CO)N1C[C@H](C)[C@H](CN(C)S(=O)(=O)c2cccs2)Oc2c(NC(=O)C3CC3)cccc2C1=O	3.3

At a glance, some entries already given:
NSD2 block | Molecule
-2.5 | C[C@@H]1CN([C@H](C)CO)C(=O)Cc2cc(NC(=O)Cn3cnnn3)ccc2O[C@H]1CN(C)Cc1ccc(Oc2ccccc2)cc1
-1.2 | C[C@H](CO)N1C[C@H](C)[C@H](CN(C)CC2CCCCC2)Oc2ccc(NC(=O)Nc3ccc4c(c3)OCO4)cc2C1=O

Next structures
NSD2 block | Molecule
5.7 | C[C@H]1CN([C@@H](C)CO)S(=O)(=O)c2ccc(-c3ccncc3)cc2O[C@H]1CN(C)C
-0.2 | C[C@H]1CN([C@@H](C)CO)C(=O)c2cccc(NS(=O)(=O)c3cn(C)cn3)c2O[C@H]1CN(C)S(=O)(=O)c1ccc(F)cc1
-0.3 | CCCC#Cc1cnc2c(c1)C(=O)N([C@@H](C)CO)C[C@H](C)[C@@H](CN(C)C(=O)CN1CCOCC1)O2
-4.3 | CC1(C)CC[C@@]2(C(=O)O[C@@H]3O[C@H](CO)[C@@H](O)[C@H](O)[C@H]3O)C(C1)C1=CCC3[C@@]4(C)CC[C@@H](O[C@@H]5O[C@H](CO)[C@@H](O)[C@H](O)[C@H]5O[C@@H]5O[C@H](CO)[C@@H](O)[C@H](O)[C@H]5O)C(C)(C)C4CC[C@@]3(C)[C@]1(C)C[C@H]2O (some centres undefined)
1.3 | C[C@@H]1CN([C@@H](C)CO)C(=O)Cc2cc(NC(=O)NC3CCCCC3)ccc2O[C@H]1CN(C)S(=O)(=O)c1ccc(F)cc1
-9.1 | C[C@H](CO)N1C[C@H](C)[C@H](CN(C)S(=O)(=O)c2ccccc2)Oc2ncc(C#CC3CCCCC3)cc2C1=O
-1.2 | CC(=O)N(C)C[C@H]1Oc2ncc(-c3ccc(C)cc3)cc2C(=O)N([C@@H](C)CO)C[C@@H]1C
8.4 | COc1ccccc1N1CCN(CC(C(=O)NC(C)(C)C)c2ccccc2)CC1 (centres undefined)
1.6 | CC(=O)N(C)C[C@@H]1Oc2ncc(/C=C/c3ccccc3)cc2C(=O)N([C@@H](C)CO)C[C@@H]1C
7.1 | C[C@@H]1CN([C@@H](C)CO)S(=O)(=O)c2ccc(C#Cc3ccccc3F)cc2O[C@@H]1CN(C)CC1CCOCC1
-66.3 | C[C@@H]1CN([C@H](C)CO)C(=O)c2cc(NC(=O)Nc3ccc(F)cc3)ccc2O[C@@H]1CN(C)S(=O)(=O)c1cccs1
-4.7 | O=C(C[C@@H]1C[C@@H]2c3cc(NC(=O)C4CCOCC4)ccc3O[C@@H]2[C@@H](CO)O1)NCc1ccccc1
10.6 | COc1ccc(C#Cc2cnc3c(c2)C(=O)N([C@H](C)CO)C[C@H](C)[C@@H](CN(C)CC2CCOCC2)O3)cc1
12.8 | C[C@@H]1CCCCO[C@H](CN(C)C(=O)Nc2ccccc2)[C@@H](C)CN([C@@H](C)CO)C(=O)c2cc(NC(=O)CCC(F)(F)F)ccc2O1
1.5 | C=CCSc1n[nH]c(=O)n1-c1cccc(Cl)c1
-1.6 | Cc1noc(C)c1C(=O)N(C)C[C@H]1OCc2ccccc2-c2c(n(C)c3ccccc23)C(=O)N([C@H](C)CO)C[C@H]1C
-1.3 | C#CCNC(=O)C1=C[C@H](c2ccc3c(c2)OCO3)[C@@H](CCCO)[C@H](OCC)O1
2.3 | C[C@H](CO)N1C[C@H](C)[C@@H](CN(C)S(=O)(=O)c2cccs2)Oc2ncc(C#CCC3CCCC3)cc2C1=O
4.0 | COc1ccc(CN(C)C[C@H]2OCCCC[C@@H](C)Oc3ccc(NS(=O)(=O)c4cn(C)cn4)cc3C(=O)N([C@@H](C)CO)C[C@@H]2C)cc1
-1.6 | COc1ccc(NC(=O)Nc2ccc3c(c2)C(=O)N([C@H](C)CO)C[C@@H](C)[C@H](CN(C)S(=O)(=O)c2ccc(F)cc2)OCCCC[C@@H](C)O3)cc1
1.2 | COc1ccc(NC(=O)Nc2ccc3c(c2)C(=O)N([C@@H](C)CO)C[C@H](C)[C@H](CN(C)S(=O)(=O)c2ccccc2)O3)cc1
8.8 | C[C@H](CO)N1C[C@H](C)[C@@H](CN(C)CC2CCCC2)Oc2cc(Br)ccc2S1(=O)=O
4.6 | Cc1ccc(-c2cnc3c(c2)C(=O)N([C@@H](C)CO)C[C@H](C)[C@@H](CN(C)C(=O)c2cccnc2)O3)cc1
-3.4 | CS(=O)(=O)Nc1ccc2c(c1)[C@H]1C[C@H](CC(=O)NCc3ccccn3)O[C@H](CO)[C@H]1O2
-3.2 | COc1ccc(S(=O)(=O)N(C)C[C@@H]2OCCCC[C@@H](C)Oc3ccc(NS(C)(=O)=O)cc3C(=O)N([C@@H](C)CO)C[C@@H]2C)cc1
-6.2 | C[C@H]1CN([C@@H](C)CO)C(=O)c2cc(-c3cccc(F)c3)cnc2O[C@H]1CN(C)C(=O)Nc1ccccc1F
4.2 | C[C@H](CO)N1C[C@H](C)[C@H](CN(C)S(=O)(=O)c2cn(C)cn2)Oc2ccc(NS(=O)(=O)c3ccccc3)cc2CC1=O
-3.7 | C[C@@H]1CN([C@@H](C)CO)C(=O)c2cc(NS(=O)(=O)c3ccccc3)ccc2O[C@@H](C)CCCCO[C@H]1CN(C)S(=O)(=O)c1cccs1
1.0 | C[C@@H]1CCCCO[C@@H](CN(C)Cc2ccncc2)[C@@H](C)CN([C@@H](C)CO)C(=O)c2cc(NC(=O)Nc3ccc4c(c3)OCO4)ccc2O1
1.4 | C[C@@H]1CN([C@@H](C)CO)S(=O)(=O)c2ccc(C#CC3CC3)cc2O[C@H]1CN(C)C(=O)c1cccc(F)c1
3.7 | C[C@@H]1CN([C@@H](C)CO)C(=O)Cc2cc(N(C)C)ccc2O[C@H]1CN(C)C(=O)Nc1ccc2c(c1)OCO2
-4.0 | C[C@H](CO)N1C[C@H](C)[C@H](CN(C)Cc2ccc(Oc3ccccc3)cc2)Oc2c(NS(=O)(=O)c3ccc(F)cc3)cccc2C1=O
0.7 | C[C@H](CO)N1C[C@H](C)[C@H](CN(C)C(=O)CN(C)C)Oc2ncc(C3=CCCC3)cc2C1=O
7.4 | C[C@@H]1CN([C@@H](C)CO)C(=O)c2cc(-c3ccccc3)cnc2O[C@@H]1CN(C)C(=O)C1CCCCC1
1.1 | CO[C@H](C(=O)N(C)C[C@H]1OCc2ccccc2-c2ccccc2C(=O)N([C@H](C)CO)C[C@H]1C)c1ccccc1
-6.1 | C[C@H](CO)N1C[C@H](C)[C@@H](CN(C)S(=O)(=O)c2ccc(Cl)cc2)Oc2ccc(NC(=O)CCCN(C)C)cc2CC1=O
1.1 | C[C@H](CO)N1C[C@H](C)[C@@H](CN(C)C(=O)CC2CC2)Oc2ncc(C#CC(C)(C)O)cc2C1=O
23.8 | O=C1c2c(O)cc(O)cc2O[C@H](c2ccccc2)[C@H]1O
2.1 | CCOC(=O)c1c(CS(=O)c2ccc(Cl)cc2)oc2c(F)c(F)c(F)c(F)c12 (centres undefined)
6.0 | COc1ccc(NC(=O)Nc2ccc3c(c2)C(=O)N([C@H](C)CO)C[C@@H](C)[C@@H](CN(C)Cc2ccc4c(c2)OCO4)OCCCC[C@H](C)O3)cc1
8.8 | O=C(C[C@@H]1C[C@@H]2c3cc(NS(=O)(=O)c4ccc(F)cc4)ccc3O[C@@H]2[C@@H](CO)O1)NCc1ccc(-c2ccccc2)cc1
5.5 | C[C@@H]1CCCCO[C@@H](CN(C)Cc2ccccc2)[C@H](C)CN([C@H](C)CO)C(=O)c2cc(NC(=O)Nc3ccccc3)ccc2O1
-0.5 | O=C(Nc1ccccc1)Nc1ccc2c(c1)[C@@H]1C[C@H](CC(=O)N3CCCCC3)O[C@@H](CO)[C@@H]1O2
-7.1 | C=CCOC(=O)C1=C[C@@H](c2ccc3c(c2)OCO3)C[C@@H](OCc2ccc(CO)cc2)O1
0.0 | C[C@@H]1CCCCO[C@H](CN(C)C(=O)NC2CCCCC2)[C@H](C)CN([C@@H](C)CO)C(=O)c2cc(NS(=O)(=O)c3ccccc3)ccc2O1
-6.0 | O=C(CCCCCCC(=O)Nc1ccccc1O)N/N=C/c1ccc(Br)cc1
6.1 | CCCN(C)C[C@@H]1Oc2cc(-c3ccccc3F)ccc2S(=O)(=O)N([C@@H](C)CO)C[C@@H]1C
-0.6 | C[C@H]1CN([C@@H](C)CO)S(=O)(=O)c2ccc(-c3ccncc3)cc2O[C@@H]1CN(C)Cc1ccccc1
1.8 | C/C=C/c1ccc2c(c1)O[C@@H](CN(C)C(C)=O)[C@H](C)CN([C@@H](C)CO)S2(=O)=O
-1.0 | CCCN(C)C[C@H]1Oc2cc(-c3ccccc3OC)ccc2S(=O)(=O)N([C@H](C)CO)C[C@H]1C
1.1 | C[C@@H]1CN([C@H](C)CO)C(=O)c2cc(/C=C/c3ccccc3)cnc2O[C@@H]1CN(C)Cc1ccc2c(c1)OCO2
